KB-V1 cytotox = kills drug-selected multidrug resistant KB-V1 cells; KB-V1 MDR cells viability, CellTiter-Glo, 72 h; Potency, µM (top dose mostly 46.1 µM), for inactives: at the highest dose activity change, negative = cytotoxicity, actives largely listed as cytotoxic; hit rate 3.4% among 400,000; note: potency is the fitted concentration of half-maximal effect; % is set by controls: 0 for no effect and ±100 for the full control effect; nearly all actives have a fitted effect of over 60% in size
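Following 72 h at 37 degrees C with compound, KB-V1 cell viability was read by CellTiter-Glo luminescence, medium being phenol-red-free DMEM plus 10% FBS; concentration-response parameters came from normalized, curve-fitted qHTS data.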
MCF10A rereplic = induces DNA re-replication in MCF 10a normal breast cells; hit rate 2.9% among 350,000; MCF 10A DNA re-replication, Hoechst nuclear intensity, 48 h; Potency, µM (top dose mostly 46.1 µM), without a hit: top-dose activity, positive = re-replication, actives largely listed as activators; note: potency is the fitted concentration of half-maximal effect; % of control where 0% means no effect; nearly all actives have a fitted effect of over 50% in size
HT1080-NT tox = kills 2HG-producing HT-1080-NT fibrosarcoma cells; Potency, µM (highest dose often 46.1 µM), for the others: at the highest dose activity, negative = less viability, actives largely listed as cytotoxic; hit rate 1.6% among 360,000; HT-1080-NT fibrosarcoma viability, CellTiter-Glo ATP luminescence, 48 h;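 note: NT is the 2HG producing partner of a matched IDH1 knockdown line; potency is the fitted concentration of half-maximal effect; 0% = DMSO-treated cells and -100% = media-only wells without cells; nearly all actives have a fitted effect of over 55% in size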
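HT-1080-NT; 750 cells/well; 5% FBS RPMI; 48 h compound, 37 degrees C; CellTiter-Glo luminescence; curve fitting and curve-class assignment.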
KB-3-1 cytotox = KB-3-1 parental cell cytotoxicity; AID 1347075; KB-3-1 viability, CellTiter-Glo ATP luminescence, 72 h; hit rate 1.4% among 400,000; Potency, µM (series often up to 46.1 µM), without a hit: at the highest dose activity change, negative = cytotoxic, hits mostly cytotoxic; note: potency is the fitted concentration of half-maximal effect; % is set by controls: 0 for no effect and ±100 for the full control effect; nearly all actives have a fitted effect of over 60% in size
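KB-3-1 parental drug-naive adenocarcinoma cells in DMEM/10% FBS, incubated 72 h at 37 C with pin-transferred compounds across a concentration series. Viability by CellTiter-Glo luminescence; concentration-response curves fitted after normalization.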
SW480 rerep = DNA re-replication induction in SW480 cells; SW480 DNA re-replication, Hoechst DNA content imaging, 48 h; Potency, µM (titrated, usually from 46.1 µM), without a hit: at the highest dose re-replication activation, usual class: activators; hit rate 1.8% among 340,000; AID 624297; note: potency is the fitted concentration of half-maximal effect; % of control where 0% means no effect; nearly all actives have a fitted effect of over 55% in size
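250 cells/well; 23 nL cpd via pin tool; 48 hr, 37 C, 5% CO2; Hoechst 40 min; imager read of total nuclear intensity, ex 405/em 500-530 nm.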
WRN inhibitor = blocks human WRN helicase. Q14191. hit rate 0.46% among 360,000. Potency, µM (highest dose often 114 µM), for the others: at the top dose activity change, negative = inhibition, hits mostly inhibitors. WRN helicase unwinding, fluorescent forked duplex, kinetic; note: potency is the fitted concentration of half-maximal effect; % is set by controls: 0 for no effect and ±100 for the full control effect; nearly all actives have a fitted effect of over 55% in size
Target sequence (Q14191 whole entry, looked up): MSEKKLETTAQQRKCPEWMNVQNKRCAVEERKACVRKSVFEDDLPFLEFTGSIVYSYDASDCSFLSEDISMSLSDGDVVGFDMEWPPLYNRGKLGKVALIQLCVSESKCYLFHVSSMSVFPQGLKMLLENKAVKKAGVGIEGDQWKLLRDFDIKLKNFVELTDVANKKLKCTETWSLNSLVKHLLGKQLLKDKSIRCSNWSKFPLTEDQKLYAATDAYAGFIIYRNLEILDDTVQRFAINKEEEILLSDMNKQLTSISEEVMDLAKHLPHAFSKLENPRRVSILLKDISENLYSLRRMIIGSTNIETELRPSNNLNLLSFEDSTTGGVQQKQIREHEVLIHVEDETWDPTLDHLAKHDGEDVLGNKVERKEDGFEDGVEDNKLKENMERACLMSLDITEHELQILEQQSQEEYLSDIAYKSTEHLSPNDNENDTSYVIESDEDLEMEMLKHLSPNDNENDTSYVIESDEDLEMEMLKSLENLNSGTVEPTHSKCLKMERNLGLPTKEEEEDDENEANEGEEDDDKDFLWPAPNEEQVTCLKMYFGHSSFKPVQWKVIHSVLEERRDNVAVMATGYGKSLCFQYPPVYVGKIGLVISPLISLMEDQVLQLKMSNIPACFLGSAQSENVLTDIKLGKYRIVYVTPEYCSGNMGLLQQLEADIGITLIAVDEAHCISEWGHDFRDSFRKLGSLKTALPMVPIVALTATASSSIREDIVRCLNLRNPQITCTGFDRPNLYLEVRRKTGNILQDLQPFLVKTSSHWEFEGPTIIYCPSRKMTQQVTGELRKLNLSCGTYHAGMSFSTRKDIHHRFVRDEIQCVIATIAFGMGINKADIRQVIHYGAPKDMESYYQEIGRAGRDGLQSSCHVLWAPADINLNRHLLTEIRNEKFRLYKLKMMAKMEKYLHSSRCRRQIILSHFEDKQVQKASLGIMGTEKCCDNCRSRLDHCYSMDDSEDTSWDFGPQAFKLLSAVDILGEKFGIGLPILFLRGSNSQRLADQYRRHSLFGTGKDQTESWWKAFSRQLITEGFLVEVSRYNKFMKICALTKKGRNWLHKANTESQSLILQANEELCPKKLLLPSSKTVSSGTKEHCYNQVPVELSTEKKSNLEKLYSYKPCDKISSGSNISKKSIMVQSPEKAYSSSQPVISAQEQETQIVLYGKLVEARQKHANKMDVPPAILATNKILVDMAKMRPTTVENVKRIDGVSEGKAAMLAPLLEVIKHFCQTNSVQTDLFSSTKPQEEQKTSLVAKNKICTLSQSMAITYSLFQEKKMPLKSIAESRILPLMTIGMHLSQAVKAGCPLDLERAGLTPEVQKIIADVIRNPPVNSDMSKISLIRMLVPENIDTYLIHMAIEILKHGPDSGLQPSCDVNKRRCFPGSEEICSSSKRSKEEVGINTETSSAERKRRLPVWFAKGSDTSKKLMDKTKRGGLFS
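WRN at 20 nM final was preincubated with compound for 15 min at room temperature; reaction started with 100 nM forked duplex oligonucleotide carrying fluorophore and quencher plus 2 mM ATP (final). Unwinding followed kinetically by red fluorescence (ex 525/em 598 nm).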
ATXN2 expr inh = inhibitors of ATXN2 expression; HEK-293 ATXN2-luciferase reporter, luminescence, 24 h; Potency, µM (titrated, usually from 57 µM), without a hit: at the highest dose activity change, negative = inhibition, actives largely listed as inhibitors; hit rate 0.72% among 360,000; note: potency is the fitted concentration of half-maximal effect; % is set by controls: 0 for no effect and ±100 for the full control effect; nearly all actives have a fitted effect of over 55% in size
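ATXN2-luciferase reporter cells (luciferase flanked by upstream and downstream ATXN2 gene portions) were treated 24 h at 37 °C with compounds at up to 57 uM. SteadyGlo luminescence gave expression; GF-AFC fluorescence gave viability.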
HT1080 IDH1KD tx = HT-1080 IDH1 knockdown cell toxicity (counter line); Potency, µM (top dose mostly 46.1 µM), for inactives: at the top dose activity, negative = toxicity, hits mostly cytotoxic; HT-1080 IDH1 knockdown viability, ATP luminescence, 48 h; AID 686971; hit rate 2% among 360,000;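 note: potency is the fitted concentration of half-maximal effect; 0% = DMSO wells and -100% = cell-free medium wells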
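Assay cells: HT-1080 with IDH1 knockdown, 750 per well, RPMI/5% FBS. Exposure: 48 h at 37 °C following 2 h pre-incubation. Read: CellTiter-Glo luminescence; fitted concentration-response, curve class assigned.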
IL-1B inflam inh = blocks inflammasome-driven IL-1 beta release; activity change, % at 57.5 µM; THP-1 LPS/ATP IL-1B secretion, AlphaLISA, 16 h; hits give low values; hit rate 4.7% among 360,000; in the data active = activity change below about -50%; inconclusive = mostly about -30% to -49%; note: % is set by controls: 0 for no effect and ±100 for the full control effect
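THP-1 cells pretreated 1 hr with compounds (up to 57.5 uM final), then stimulated with LPS (250 ng/mL final) plus ATP (1.25 mM final); secreted IL-1B measured by AlphaLISA after 16 hr, decreased signal indicating inhibition.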
The depositor's hits bear a star; ? = inconclusive; nt = no result given; [ ] = another dose, or the depositor's remark. Unless noted, calls come from the whole dose curve; as a rule, active = well fitted curve in the direction sought with a large enough effect; inconclusive = small, poorly fitted or top-dose-only effect, or another doubt; inactive = no such curve, though single readings can be large; an effect the other way counts as inactive or inconclusive.

[1] CC(C)(C)c1nnc(NC(=O)COc2ccc3c(c2)OCO3)s1
[2] Cc1cnc(NS(=O)(=O)c2ccccc2)c(Br)c1
[3] Cc1ccc(S(=O)(=O)N2CCOCC2)cc1NC(=O)COC(=O)/C=C/c1ccc(F)cc1
[4] O=C(CN1C(=O)C2C3C=CC(C3)C2C1=O)OCC(=O)c1ccc(Cl)cc1 (stereo unspecified)
[5] COc1cc(/C=N/NC(=O)CCn2nc(C)cc2C)ccc1O
[6] Cn1c(CCCNC(=O)c2ccco2)nc2ccccc21
[7] CC1=C(C(N)=O)C(c2cccs2)n2ncnc2N1 (stereo unspecified)
[8] CC(=O)Oc1ccc(Cn2c(C)c(C(=O)NCc3ccc(C#N)cc3)sc2=O)cc1
[9] CCOC(=O)c1cnn(-c2nc(OC)cc(OC)n2)c1C(F)(F)F
[10] CCOCCCNC(=O)CN1C(=O)/C(=C/c2ccccc2C)Sc2ccccc21
entry no.,1,2,3,4,5,6,7,8,9,10
KB-V1 cytotox,-13%,14%,?,0%,3%,24%,?,?,?,-17%
MCF10A rereplic,?,-9%,-2%,-1%,3%,-6%,0%,nt,6%,-2%
HT1080-NT tox,?,0%,3%,6%,1%,16%,0%,-29%,3%,2%
KB-3-1 cytotox,15%,11%,0%,1%,-10%,4%,-1%,-15%,2%,?
SW480 rerep,0%,-55%[inhibitor],2%,-2%,-1%,-5%,-17%,nt,3%,?
WRN inhibitor,-24%,5%,6%,3%,-5%,-30%,4%,-4%[57.1 µM],-17%[57.1 µM],-1%
ATXN2 expr inh,17%,2%,7%,-2%,nt,22%,-5%,8%,2%,2%
HT1080 IDH1KD tx,?,-2%,13%,6%,-10%,2%,6%,-23%,4%,1%
IL-1B inflam inh,-7,-15,3,-12,-7,18,22,9,25,4

[11] CCCCn1c(-c2nonc2NC(=O)c2ccccc2Cl)nc2ccccc21
[12] CC(=O)Nc1ccc(S(=O)(=O)Nc2ccc(N3CCOCC3)cc2)cc1
[13] Cc1cc(C)n2c(NC3CCCCC3)c(-c3ccc(F)cc3)nc2n1
[14] O=C(COC(=O)c1c[nH]c(=O)[nH]c1=O)NCc1ccccc1
[15] CCN(CC)CCNC(=O)c1ccc(NC(=O)c2cn(-c3ccc(F)cc3)nc2-c2cccc(OC)c2)cc1
[16] COc1cc2nc(SCC(=O)NCCc3ccccc3)n(Cc3ccco3)c(=O)c2cc1OC
[17] CC(=O)NCCC(=O)Nc1nc(C)c(Cc2ccc3c(c2)OCO3)s1
[18] CCCn1ncc(CN2CCC(n3nccc3NC(=O)c3ccccc3Cl)CC2)c1C
[19] COc1ccccc1CN1CC(C(=O)NCc2nc3ccccc3n2C)CCC1=O (stereo unspecified)
[20] COc1ccc(CCNC(=O)COc2ccc(C)nc2[N+](=O)[O-])cc1OC
entry no.,11,12,13,14,15,16,17,18,19,20
KB-V1 cytotox,?,9%,?,17%,1%,0%,0%,nt,12%,0%
MCF10A rereplic,16%,-1%,nt,0%,?,-1%,6%,?,-1%,42%
HT1080-NT tox,-15%,1%,-1%,17%,23µM*,-5%,2%,0%,7%,-6%
KB-3-1 cytotox,3.3µM*,0%,-7%,9%,-4%,-8%,0%,nt,16%,-1%
SW480 rerep,7%,-4%,nt,-5%,16%,-16%,5%,3%,0%,0%
WRN inhibitor,1%,1%,0%,7%,7%,-8%,8%,-7%,-22%,-14%
ATXN2 expr inh,nt,1%,18%,3%,?,nt,nt,2%,6%,8%
HT1080 IDH1KD tx,-4%,7%,8%,21%,21µM*,2%,4%,9%,11%,-1%
IL-1B inflam inh,19,-6,22,23,-90*,-2,-7,-13,0,16

Continued (four carried over from the part before).
[17] CC(=O)NCCC(=O)Nc1nc(C)c(Cc2ccc3c(c2)OCO3)s1
[18] CCCn1ncc(CN2CCC(n3nccc3NC(=O)c3ccccc3Cl)CC2)c1C
[19] COc1ccccc1CN1CC(C(=O)NCc2nc3ccccc3n2C)CCC1=O (stereo unspecified)
[20] COc1ccc(CCNC(=O)COc2ccc(C)nc2[N+](=O)[O-])cc1OC
[21] O=C(COc1ccc2ccccc2c1)NNC(=O)c1ccc([N+](=O)[O-])cc1
[22] CC(C)NC(=O)c1ccc2nc([C@@H]3O[C@H](CO)[C@H](O)[C@H](O)[C@H]3O)[nH]c2c1
[23] CC(=O)Nc1ccc(C(=O)N/C(=C\c2ccccc2)C(=O)Nc2cccc(C(=O)O)c2)cc1
[24] COc1cccc(NC(=O)C2(C)CCCN(C(C)C)C2)c1 (stereo unspecified)
[25] Cc1cccc(C)c1NC(=O)CCCSc1nc2ccccc2s1
[26] Cc1ccc(C(=O)Cn2c(=N)n(CCN3CCOCC3)c3ccccc32)cc1
[27] COc1ccc(CCNCCC(c2ccccc2)c2ccccc2)cc1OC
[28] CCOC(=O)CCCNC(=O)COC(=O)c1cc(C)cc(C)c1
[29] Cc1ccc(NC(=O)C2CCCN(c3nccc(C)n3)C2)c(C)c1 (stereo unspecified)
[30] COc1ccc(S(=O)(=O)Nc2ccc3c(c2)n(C)c(=O)n3C)cc1C
entry no.,17,18,19,20,21,22,23,24,25,26,27,28,29,30
KB-V1 cytotox,0%,nt,12%,0%,-7%,6%,11%,6%,-16%,7%,6%,-6%,5%,-21%
MCF10A rereplic,6%,?,-1%,42%,-1%,nt,-3%,nt,?,-8%,nt,0%,-1%,-6%
HT1080-NT tox,2%,0%,7%,-6%,8%,?,10%,?,0%,-7%,-29%,16%,7%,-21%
KB-3-1 cytotox,0%,nt,16%,-1%,1%,0%,-1%,0%,-12%,-17%,?,1%,-10%,?
SW480 rerep,5%,3%,0%,0%,0%,nt,-9%,nt,0%,-10%,nt,-3%,-20%,-84%[inhibitor]
WRN inhibitor,8%,-7%,-22%,-14%,-17%,-5%,-16%,0%,7%,3%,2%,-3%,6%,6%[57.1 µM]
ATXN2 expr inh,nt,2%,6%,8%,-15%,8%,16%,12%,1%,0%,nt,-3%,1%,2%
HT1080 IDH1KD tx,4%,9%,11%,-1%,8%,15%,5%,23%,1%,-4%,-29%,12%,7%,-8%
IL-1B inflam inh,-7,-13,0,16,3,3,14,26,18,-4,-54*,8,31,25

[31] OCCC1CN(C2CCC2)CCN1Cc1ccc(F)c(F)c1 (stereo unspecified)
[32] CCn1c(SCC(=O)N2CCC(C(N)=O)(N3CCCCC3)CC2)nc2ccccc2c1=O
[33] CC(C)Cn1c(SCC(N)=O)nnc1-c1cccc(S(=O)(=O)N2CCOCC2)c1
[34] CC1(C(=O)Nc2ccc3ccccc3c2)CCC(=O)N1CCOc1ccccc1 (stereo unspecified)
[35] Cc1cc(C)cc(-n2ccnc2SCC(=O)Nc2nccs2)c1
[36] CCCCc1nc(SCC(=O)Nc2ccc(S(N)(=O)=O)cc2)n[nH]1
[37] COc1c(C)cc(C(=O)C2CCCN(Cc3cnc(N4CCOCC4)s3)C2)cc1C (stereo unspecified)
[38] Cc1ccc(-n2c(SCC(=O)NCc3ccco3)nc3nc4c(cc3c2=O)COC(C)(C)C4)cc1
[39] Fc1cccc(NCc2ccoc2)c1
[40] CC(=O)c1sc(NC(=O)Cc2c(F)cccc2Cl)nc1C
entry no.,31,32,33,34,35,36,37,38,39,40
KB-V1 cytotox,0%,-8%,-11%,0%,-24%,3%,-14%,0%,-11%,-17%
MCF10A rereplic,1%,1%,-3%,nt,-6%,-1%,-1%,1%,-9%,0%
HT1080-NT tox,7%,-1%,3%,-2%,-1%,?,-2%,2%,7%,1%
KB-3-1 cytotox,1%,-5%,-2%,0%,-5%,-14%,-24%,-9%,4%,-1%
SW480 rerep,5%[9.22 µM],4%,-6%,nt,?,-5%,3%,-5%,-5%,-3%
WRN inhibitor,-20%,-6%,2%,1%,-9%,-21%[57.1 µM],0%,1%[11.6 µM],-5%,-1%
ATXN2 expr inh,-2%,1%,5%,-17%,1%,-3%,nt,3%,2%,0%
HT1080 IDH1KD tx,3%,-2%,-2%,-3%,-4%,15%,2%,5%,3%,0%
IL-1B inflam inh,-16,8,-4,-22,-11,59,0,-7,7,-3

[41] O=C(c1ccc(OC2CCN(Cc3cccc(F)c3)CC2)cc1)N1CCCCC1
[42] COc1ccc(OCc2nnc(SC(C)C(=O)Nc3nccs3)n2-c2ccccc2)cc1 (stereo unspecified)
[43] CCOCCc1c(O)nc(SCC)[nH]c1=O
[44] Cc1ccc(/C(O)=C2\C(=O)C(=O)N(C)C2c2ccc(F)cc2)cc1 (stereo unspecified)
entry no.,41,42,43,44
KB-V1 cytotox,nt,?,-9%,3%
MCF10A rereplic,?,-3%,-10%,-6%
HT1080-NT tox,-1%,-29%,11%,0%
KB-3-1 cytotox,nt,-4%,14%,1%
SW480 rerep,-3%,12%,-3%,-3%
WRN inhibitor,-2%,5%,-4%,1%
ATXN2 expr inh,-12%,-6%,4%,nt
HT1080 IDH1KD tx,3%,-20%,11%,-2%
IL-1B inflam inh,-8,0,4,7

Source: PubChem BioAssay
